High-throughput results (PubChem)
All columns: NCI-60 one-dose screen, growth in % after 48 h at 10 µM unless noted; 100 = growth as untreated, 0 = no growth, -100 = all killed.
MOLT-4 = MOLT-4 leukemia cells | 80,000 compounds, 6.9% hits
HOP-92 = HOP-92 NSCLC cells; 71,000 compounds, 6.3% hits; AID 1794738
EKVX = EKVX NSCLC; AID 1794765; 71,000 compounds, 3% hits
CCRF-CEM = CCRF-CEM leukemia. 77,000 compounds, 7% hits. AID 1794778
A549/ATCC = A549/ATCC NSCLC. 81,000 compounds, 3.7% hits. AID 1794740
HOP-62 = HOP-62 NSCLC; 80,000 compounds, 3.9% hits
RPMI-8226 = RPMI-8226 leukemia cells | 77,000 compounds, 7.5% hits
M14 = M14 melanoma. 80,000 compounds, 6.2% hits
Active calls of the source: *; . = not tested or not shown; & = joins results of further samples; ! = not active in a repeat; [ ] = another dose, or the depositor's remark. How the source made its calls: active means growth percent below 10; inactive means the rest. This is a random part of the collection; any-hit rate near 12%.

SMILES	MOLT-4	HOP-92	EKVX	CCRF-CEM	A549/ATCC	HOP-62	RPMI-8226	M14
CC1=NN(c2cccc(Cl)c2)C(=O)/C1=C\c1ccccn1	112	100	117	33	116	106	97	81
O=C(Nc1ccc(-c2ccc3c(c2)NC(=O)/C3=C\c2ccc[nH]2)cc1)Nc1ccc(Cl)c(Cl)c1	34	88	46	33	62	62	41	59
CC(C)OC(=O)[C@H](C)N[P@](=O)(OCC1=CC[C@H](n2ccc(=O)[nH]c2=O)O1)Oc1ccccc1	113	115	107	111	102	96	109	100
O=C(O)COc1c(Cl)c(Cl)cc(Cl)c1Cl	111	101	110	.	105	101	101	112
Cc1cc(C)c(/C=C2\C(=O)Nc3ccc(NC(=O)CCCCC(=O)Nc4ccccc4N)cc32)[nH]1	79	.	.	97	98	88	82	96
COCC(OC)C(CC=C(C#N)C#N)OC (configuration not stated)	101	94	97	88	101	.	103	96
COc1ccc(-n2cnc3c(sc4ncccc43)c2=O)cc1	106	99	.	96	96	101	97	111
CC1CCN(C(=O)CSc2nc3sc4c(c3c(=O)[nH]2)CCCC4)CC1	99	88	99	74	106	103	82	109
Cc1nc2ccccc2c(/C=C/c2ccc(C(F)(F)F)cc2)c1C(=O)/C=C/c1ccccc1	4.9*	17	8.8*	5.8*	6.3*	-35*	-18*	-26*
FC(F)(F)c1ccc2nc[nH]c2c1	110	105	97	103	89	84	101	101
COc1cc2nc(SCC(=O)NC3CCCCC3)n(-c3ccc(S(=O)(=O)Nc4ccc(Cl)nn4)cc3)c(=O)c2cc1OC	95	108	96	102	100	103	100	96
Cn1c(SCC(=O)c2ccc(Cl)cc2Cl)nc2ccccc2c1=O	79	93	84	78	97	98	76	101
CN(C)CCCN1c2ccccc2Sc2ccc(Cl)cc21	83&102&70	99&47	147&92	99&74	94&103	95&107&77	103&98&71	81&102&31
CCSc1nc2ncnc(N(C)C)c2c(=O)[nH]1	101	110	99	97	108	104	95	105
COc1ccc(-n2ncn(Cc3ccc(Cn4cnn(-c5ccc(OC)cc5)c4=O)cc3)c2=O)cc1	.	84	91	83	96	75	67	89
C=CCNC(=S)NNc1cc(=O)[nH]c2ccc(Br)cc12	108	90	101	106	98	90	108	101
CCOC(=O)C1(NC(=O)C2(N3C(=O)c4ccccc4C3=O)CCCC2)CCCC1	100	101	106	91	98	104	.	102
CC1(C)C(N)=Nc2cc(OCCCCN3Cc4ccc(OCc5cn(CC(=O)N6CCC(CCN7CCCC7)CC6)nn5)cc4C3)c(OCC3CC3)cc21	102	87	102	102	98	103	86	107
O=C1S/C(=C\c2ccco2)C(=O)N1Cc1cc2ccccc2nc1Cl	100	101	100	102	97	100	93	100
C=C(C[C@@](O)(C(=O)Oc1ccccc1)C(=O)C1CCCCC1)c1ccccc1	101	.	94	95	92	108	92	106
Cc1cc2c(cc1C)[n+](Cc1ccc3ccccc3c1)cn2Cc1ccc2ccccc2c1	-64*	-81*	-64*	-35*	-71*	-73*	-50*	-79*
O=C(O)C1(Nc2ccccc2Cl)CCCC1	102&108	81	100&113	113&99	103	103&89	107&100	108&103
Nc1cc(=O)[nH][nH]1	98&102	88&78	106&103	104&87	89&133	96&72	109&80	103&88
COc1cc2c(cc1[N+](=O)[O-])-c1ccc([N+](=O)[O-])cc1/C2=N/NC(N)=S	60	78	69	57	69	100	66	83
CCOC(=O)c1ccc(NC(N)=S)cc1	85	89	91	121	108	113	109	95
NCCCC(N)CC(=O)NCC1NC(=O)C(CO)NC(=O)C(N)CNC(=O)C(C2CCN=C(N)N2)NC(=O)/C(=C\NC(N)=O)NC1=O (configuration not stated)	101	96	98	102	83	96	80	104
CCCC(C)C(=O)OCCCc1ccccc1 (configuration not stated)	110	82	90	102	90	78	99	101
BrCCOc1ccc(OCCBr)cc1	103	.	.	.	92	115	105	107
CCN(C(=O)CN1CCN(c2cc3c(cc2F)c(=O)c(C(=O)O)cn3C2CC2)CC1)c1nc(-c2ccc(OC)cc2)cs1	71	40	59	61	11	81	3.1*	49
CCC(C(=O)NC(=O)NOC)c1ccccc1 (configuration not stated)	100	100	103	107	97	97	113	106
C[C@]12CC[C@@H]3c4ccc(OC(=O)c5ccccc5)cc4CC[C@H]3[C@@H]1CC[C@@H]2O	70	76	43	75	77	88	74	82
CC1=CC2C(C3C=CC2(C)C(=O)C3(C)O)C(C)(O)C1=O (configuration not stated)	101	108	.	122	101	112	122	115
CC(=O)Oc1c(Br)cc(-c2oc(-c3cc(Br)c(OC(C)=O)c(Br)c3)c3ccccc23)cc1Br	114	75	97	105	78	84	97	100
Cc1ccc(N2CCN(C(=S)c3cccs3)CC2)cc1	94	75	108	95	92	105	96	103
O=C(COc1cccc(/C=C2\CSc3ccccc3C2=O)c1)c1ccc(Cl)cc1	-67*	57	68	-52*	41	80	-64*	-35*
Cc1ccc(-c2ccnc3c(-c4ccccc4)c(Nc4ccccc4)nn23)cc1	82	117	95	83	103	101	63	86
COc1ccc(-c2cc(-c3ccccc3)c(C#N)c(=O)[nH]2)c(OC)c1	100	79	93	96	103	95	87	105
CC(=O)c1c(OCC#N)ccc2c(C)cc(=O)oc12	101	108	105	105	100	95	80	102
COc1ccc(OC)c(-c2cc(-c3ccc(Cl)cc3)c(C#N)c(SCc3ccccc3)n2)c1	100	80	83	98	84	76	96	100
CC(=O)Nc1nc(-c2cccc(NS(=O)(=O)c3cccc4c(N(C)C)cccc34)c2)cs1	56	54	40	63	53	75	35	67
CCN1CC(C)(C)N(C(=O)c2ccccc2)CC1(C)C	118	.	101	106	97	98	146	107
O=C(O)c1ccccc1C(=O)c1ccc(Cl)cc1	116	84	104	104	103	105	118	.
CC(CNC1CCCCC1)OC(=O)c1ccc([N+](=O)[O-])cc1 (configuration not stated)	120	.	98	101	100	95	96	101
CCOP(=O)(OCC)OCCOCCOP(=O)(OCC)OCC	95	88	.	.	101	102	96	105
CN1CCN(C(=O)Cn2c(-c3ccccc3)csc2=N)CC1	95	74	.	98	92	89	92	94
COc1ccc(-c2ccc(-c3ccc(-c4ccc(C(=N)N)cc4)s3)s2)cc1OC	15	33	-8.1*	.	43	86	.	99
CN(C)CCC=C1c2ccccc2C=Cc2ccccc21	87&88&64	53&56	120&116&74	96&94&89	95&107	103&95&89	93&87&84	96&95&74
O=C(NC(=O)c1c(Cl)nc2sccn12)Nc1ccc(Cl)cc1	100	50	80	98	77	83	97	91
CC1(C)N=C(N)N=C(N)N1c1cccc(C#N)c1	31	.	67	36	29	.	.	40
c1ccc(-c2cnnc3c4ccccc4nn23)cc1	115	90	69	76	106	87	72	94

One compound at a time (already shown). Order of screens: MOLT-4, HOP-92, EKVX, CCRF-CEM, A549/ATCC, HOP-62, RPMI-8226, M14
Results for COc1ccc(OC)c(-c2cc(-c3ccc(Cl)cc3)c(C#N)c(SCc3ccccc3)n2)c1 → 100, 80, 83, 98, 84, 76, 96, 100
Results for CC1(C)N=C(N)N=C(N)N1c1cccc(C#N)c1 → 31, ., 67, 36, 29, ., ., 40
Results for CC(=O)c1c(OCC#N)ccc2c(C)cc(=O)oc12 → 101, 108, 105, 105, 100, 95, 80, 102
Results for CCC(C(=O)NC(=O)NOC)c1ccccc1 (configuration not stated) → 100, 100, 103, 107, 97, 97, 113, 106
Results for BrCCOc1ccc(OCCBr)cc1 → 103, ., ., ., 92, 115, 105, 107

(further entries)
SMILES	MOLT-4	HOP-92	EKVX	CCRF-CEM	A549/ATCC	HOP-62	RPMI-8226	M14
COc1ccc(-c2cc(-c3ccc(Cl)cc3)nc(SCCCC(=O)NO)n2)cc1	9.3*	1.3*	-19*	.	5.5*	5.5*	.	-31*
COc1ccc2nc(NC(=O)CN3CCn4c(nnc4C(F)(F)F)C3)sc2c1	96	101	73	86	88	88	90	85
CC(C)CC(O)C(C)C (configuration not stated)	95	101	.	95	101	103	101	106
Cc1ccc(/C=C2/C=C(c3ccccc3)OC2=O)cc1	70	101	106	71	94	93	88	105
CCCc1ccc(O)c(OC)c1	101	78	107	111	99	98	98	98
COc1ccc(NC(=O)c2c(Nc3ccc(OC)cc3OC)[nH]n3c(=O)cc(-c4ccccc4)nc23)c(OC)c1	71	63	104	54	101	94	97	95
CC(C)c1cccc(C(C)C)c1OCC(C)(C)CN1CCCCC1	102	91	109	97	89	105	96	105
CC(=O)C1=C(C)C2CC3(C)CC(C2(C)C1)C3(C)C (configuration not stated)	99	114	106	102	98	98	106	108
CC1SC(c2ccc(OCc3ccccc3)cc2)N(NC(=O)C(O)(c2ccccc2)c2ccccc2)C1=O (configuration not stated)	29	51	47	.	49	79	-7.3*	57
COc1cc(C2=NN(C=O)C(c3cn(Cc4ccc(Cl)cc4)c4ccccc34)C2)cc(OC)c1OC (configuration not stated)	76	56	57	84	82	89	48	100
Cc1c(C(=O)/C=C/c2ccc(N(C)C)cc2)nnn1-c1ccc(C(=O)O)cc1	102	91	94	97	96	93	95	101
COC(=O)C1(C)CCC[C@]2(C)[C@H]3C[C@H]4C(C(C)C)=C[C@]3(CC[C@@H]12)[C@H]1[C@@H]4[C@@H](OC(=O)c2ccco2)CC[C@@H]1OC(=O)c1ccco1 (some centres not stated)	103	102	99	105	102	97	99	.
O=C1OCC2=C1C(c1cccc([N+](=O)[O-])c1)CC(=O)N2c1ccc(F)cc1 (configuration not stated)	99	92	106	96	98	106	96	130
COc1cc(CC(C(=O)OC(C)(C)C)C(=O)OC(C)(C)C)cc(OC)c1OC	94	81	.	84	107	103	88	103
CCCc1nc2ccccc2c(=O)n1Cc1nnc(C)o1	62	.	103	166	99	101	205	103
Cn1cc(-c2cc3c(Nc4ccc(CC(=O)Nc5cc(C(C)(C)C)on5)cc4)ncnc3[nH]2)cn1	5.4*	-6.0*	6.9*!	5.3*!	8.3*	-15*	-22*	-49*
CC(=O)Nc1c(Cl)c(Cl)c2c(c1Cl)C(=O)c1cc(Cl)ccc1-2	.	75	80	68	98	.	81	104
O=C(Nc1cccc(-n2cc(-c3ccncc3)c(-c3ccc(O)c(Cl)c3)n2)c1)Nc1ccc(Cl)c(Cl)c1	-10*	.	.	0.8*	0.3*	8.8*	-31*	-50*
c1ccc(-c2cc(-c3nnc(SCCN4CCOCC4)o3)c3ccccc3n2)cc1	64	73	86	86	75	96	83	98
CCc1cn(O)c(C)cc1=N	100	96	99	89	89	95	105	105
CC1CC(c2ccccc2)(c2ccccc2)CN1C (configuration not stated)	103	88	109	101	90	88	102	95
C=CC1=CC2C(O)c3ccccc3N3C(=O)COC23C(OC)=C1 (configuration not stated)	86	88	107	86	94	99	93	104
COC(=O)C(Cc1ccccc1)n1cc(COc2nc(Cl)nc(Nc3ccc(Cl)cc3)n2)nn1 (configuration not stated)	91	105	95	97	102	95	73	91
COc1ccc2oc(=O)cc(Cc3cn4ccc(C)cc4nc3=O)c2c1	103	115	96	112	102	94	109	98
CCCCn1c(=O)c(-c2cc(-c3ccccc3)nc(-c3ccccc3)c2)cc2cc(C)ccc21	101	109	104	99	104	104	.	96

Ordered by number of heavy atoms (low to high): part of the list above
SMILES	MOLT-4	HOP-92	EKVX	CCRF-CEM	A549/ATCC	HOP-62	RPMI-8226	M14
c1ccc(-c2cc(-c3nnc(SCCN4CCOCC4)o3)c3ccccc3n2)cc1	64	73	86	86	75	96	83	98
COC(=O)C(Cc1ccccc1)n1cc(COc2nc(Cl)nc(Nc3ccc(Cl)cc3)n2)nn1 (configuration not stated)	91	105	95	97	102	95	73	91
COc1cc(C2=NN(C=O)C(c3cn(Cc4ccc(Cl)cc4)c4ccccc34)C2)cc(OC)c1OC (configuration not stated)	76	56	57	84	82	89	48	100

(next part)
SMILES	MOLT-4	HOP-92	EKVX	CCRF-CEM	A549/ATCC	HOP-62	RPMI-8226	M14
O=C1/C(=C/c2ccc(C(F)(F)F)cc2)COc2ccc(O)cc21	4.2*	82	96	3.3*	87	96	-23*	86
CC(=O)c1ccc(N2CN(c3ccc(Cl)cc3)CC3=C2CC(C)(C)CC3=O)cc1	26	74	69	55	66	67	53	21
N=C(N)c1ccc(C(=O)Nc2ccc(Cl)cc2)cc1	95	97	86	96	83	83	84	99
Cn1c(=O)[nH]c2c(c(C(=O)O)nn2C)c1=O	91	113	96	95	102	108	98	116
O=C(CCc1nnc(-c2cccnc2)o1)c1nc2ccccc2[nH]1	99	.	106	124	105	110	114	103
CC(C)Cc1ccc(CC(=O)O)cc1	95	107	115	101	106	102	104	114
COc1ccccc1NCc1ccc(CO)n1Cc1ccccc1	.	110	95	80	97	86	83	104
COC1=CC(=O)c2c(O)c3c(c(O)c2C1=O)CC(C)(O)OC3 (configuration not stated)	14	-16*	23	19	2.1*	9.1*	35	-52*
CC(=O)Nc1cc([N+](=O)[O-])ccc1C(=O)O	92&101	87&117	89&103	102&116	101&101	103&103	107&106	97&98
CCCc1cc(=O)n2c(C(=O)Nc3ccccc3OC)c(C(=O)Nc3ccc(F)cc3)sc2n1	66[30 µM]	.	53[30 µM]	58[30 µM]	16[30 µM]	-17*[30 µM]	30[30 µM]	81[30 µM]
CC1=N/C(=C\c2cccc(Br)c2)C(=O)O1	.	107	100	107	89	93	108	104
CC(CCCC(=O)O)c1ccoc1 (configuration not stated)	109	108	96	109	100	101	104	97
CCOc1ccc(N2C(=O)C3C4c5ccccc5C(c5ccccc54)C3C2=O)cc1 (configuration not stated)	96	90	104	101	97	104	91	95
CCCCCCOCCNc1ccnc(N)n1	93	69	106	81	105	104	73	98
CC1(C)N=C(N)N=C(N)N1c1ccc(CCCCc2ccccc2)c(Cl)c1	1.8*	19	53	13	16	22	4.3*	33
